TEAD-YAP inh – TEAD-YAP interaction inhibition; HEK-TIYL cells, TEAD-Gal4/YAP UAS-luciferase luminescence; inhibition, % at 9.12 µM; 640,000 tested, 1.4% active; in the data active = inhibition above about 32%;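 note: 0% = median of test compound wells and 100% = reference inhibitor wells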
GPR151 ag – human GPR151 activation; 650,000 tested, 1% active; Q8TDV0; activation, % at 11.2 µM; PathHunter beta-arrestin GPR151 cells, luminescence; in the data active = activation above about 4.9%;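 note: 0% = median of compound wells and 100% = cells with positive control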
FBW7 activator – human FBW7 E3 ligase activation, primary screen; AlphaScreen FBW7–phospho-cyclin E peptide binding, activator screen; Q969H0; 650,000 tested, 0.13% active; normalized activity (activation), % at 26.1 µM; AID 1259310; in the data active = normalized activity above about 1.9%;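 note: purified mutant Fbw7 with reduced substrate affinity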
Target sequence (Q969H0 whole entry, looked up): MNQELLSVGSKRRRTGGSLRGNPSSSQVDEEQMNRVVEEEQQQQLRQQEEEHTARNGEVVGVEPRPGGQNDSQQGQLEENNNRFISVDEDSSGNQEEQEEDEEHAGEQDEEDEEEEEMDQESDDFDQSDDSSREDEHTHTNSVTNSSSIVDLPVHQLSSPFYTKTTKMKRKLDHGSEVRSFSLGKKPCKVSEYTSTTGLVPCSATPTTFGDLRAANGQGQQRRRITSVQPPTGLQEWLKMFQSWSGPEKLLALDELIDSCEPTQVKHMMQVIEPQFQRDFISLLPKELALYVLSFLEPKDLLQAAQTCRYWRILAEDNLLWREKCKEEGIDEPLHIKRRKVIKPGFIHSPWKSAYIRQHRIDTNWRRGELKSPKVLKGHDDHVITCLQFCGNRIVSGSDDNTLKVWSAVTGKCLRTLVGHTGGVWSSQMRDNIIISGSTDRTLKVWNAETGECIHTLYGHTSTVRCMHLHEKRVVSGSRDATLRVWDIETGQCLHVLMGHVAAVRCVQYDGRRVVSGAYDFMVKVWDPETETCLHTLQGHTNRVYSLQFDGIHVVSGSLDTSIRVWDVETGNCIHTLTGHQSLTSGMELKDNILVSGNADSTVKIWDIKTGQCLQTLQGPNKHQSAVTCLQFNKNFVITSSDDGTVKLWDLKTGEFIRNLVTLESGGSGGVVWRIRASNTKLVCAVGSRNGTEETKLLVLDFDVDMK
MITF primary – inhibitors of human MITF; O75030; AlphaScreen MITF homodimerization, bead proximity signal; inhibition, % at 2.6 µM; 650,000 tested, 0.91% active; in the data active = inhibition above about 50%;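 note: 0% = vehicle wells with protein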
Starred values were filed as active, the others as inactive.

The line under a structure holds: TEAD-YAP inh	GPR151 ag	FBW7 activator	MITF primary
[1] COc1ccc(C2(CNC(=O)C(C)C)CCCC2)cc1
    1.5	-0.2	0.3	2.4
[2] O=C(O)COC(c1ccccc1)C(F)(F)F (stereo not drawn)
    -3.9	-0.1	0.0	-6.8
[3] COc1cccc(N2CCN(C(=O)c3cnn4c(C)c(Cc5cc(C)ccc5C)c(C)nc34)CC2)c1
    -11.7	0.4	0.0	3.4
[4] Cc1[nH]c(=O)c(C#N)c(C)c1Cl
    -1.1	-1.6	0.2	18.2
[5] Cc1cccc(/C=N/NC(=O)CSc2ncccn2)c1
    -5.0	-0.7	0.1	-6.7
[6] CCCCSc1nnc2c(n1)OC(c1cc(OC)c(OC)cc1Cl)Nc1ccccc1-2 (stereo not drawn)
    -21.5	0.6	0.1	6.2
[7] CC1CCN(CC(O)COc2cccc(F)c2)CC1 (stereo not drawn)
    -0.2	-1.0	0.1	7.1
[8] COc1ccc(NC(=O)C2CCCN2C(=O)OCc2ccccc2)c(OC)c1 (stereo not drawn)
    4.2	0.8	0.1	-7.8
[9] CN1CC=C2C(C#N)=C(N)C(C#N)(C#N)C(c3ccoc3)C2C1 (stereo not drawn)
    11.2	-0.9	-0.1	17.3
[10] CN(C)CCC(C)(O)Cc1ccccc1 (stereo not drawn)
    4.4	-2.4	0.1	10.5
[11] Cc1cccn2c(=O)c3c(nc12)CCN(C(=O)c1ccccc1)C3
    2.2	2.2	0.0	10.6
[12] COc1cc(CNCCO)ccc1OCC(=O)Nc1ccccc1C
    -3.7	-1.0	0.1	9.7
[13] Cc1nnn(-c2nonc2N)c1C(=O)N/N=C/c1c(O)ccc2ccccc12
    6.4	3.3	0.1	1.2
[14] CN1CCN(c2ccc(-c3ncc(C(=O)NC4CC4)s3)cc2)CC1
    -9.4	-0.2	0.6	14.2
[15] Cc1[nH][nH]c(=O)c1N=Nc1ccc(S(=O)(=O)N2CCCCC2)cc1
    -0.9	-4.3	-0.1	1.8

Three entries out of the list, arranged by formula weight, low to high:
The line under a structure holds: TEAD-YAP inh	GPR151 ag	FBW7 activator	MITF primary
[10] CN(C)CCC(C)(O)Cc1ccccc1 (stereo not drawn)
    4.4	-2.4	0.1	10.5
[7] CC1CCN(CC(O)COc2cccc(F)c2)CC1 (stereo not drawn)
    -0.2	-1.0	0.1	7.1
[14] CN1CCN(c2ccc(-c3ncc(C(=O)NC4CC4)s3)cc2)CC1
    -9.4	-0.2	0.6	14.2

Five records drawn at random from those above, as already listed:
The line under a structure holds: TEAD-YAP inh	GPR151 ag	FBW7 activator	MITF primary
[5] Cc1cccc(/C=N/NC(=O)CSc2ncccn2)c1
    -5.0	-0.7	0.1	-6.7
[7] CC1CCN(CC(O)COc2cccc(F)c2)CC1 (stereo not drawn)
    -0.2	-1.0	0.1	7.1
[8] COc1ccc(NC(=O)C2CCCN2C(=O)OCc2ccccc2)c(OC)c1 (stereo not drawn)
    4.2	0.8	0.1	-7.8
[2] O=C(O)COC(c1ccccc1)C(F)(F)F (stereo not drawn)
    -3.9	-0.1	0.0	-6.8
[4] Cc1[nH]c(=O)c(C#N)c(C)c1Cl
    -1.1	-1.6	0.2	18.2

Carrying on:
The line under a structure holds: TEAD-YAP inh	GPR151 ag	FBW7 activator	MITF primary
[16] COc1cc(OC)c(NC(=O)c2sc3nc(C)nc(N(C)c4ccc(C(C)C)cc4)c3c2C)cc1Cl
    -8.2	0.6	-0.1	-7.1
[17] Cc1cc(N)n(Cc2ccc(Cl)cc2)n1
    8.8	0.9	-0.1	-10.4
[18] CCCn1c(O)c(C2=NC(=S)NC2=O)c2ccccc21
    6.5	-1.2	0.9	19.2
[19] Cc1cc(Cl)ccc1NC(=O)Cn1c2ccccc2c(=O)c2ccccc21
    -0.1	-0.8	-0.2	2.1
[20] CN(C)S(=O)(=O)c1ccc(C(=O)Nc2cccc3ccc(-n4cccc4)nc23)cc1
    -12.7	0.2	0.0	3.6
[21] Cc1ccc(S(=O)(=O)N2CCC(C(=O)NCC(C)(C)C)CC2)cc1
    2.9	0.3	-0.2	4.8
[22] Fc1ccc(-n2c(SCc3cccnc3)nnc2-c2cccnc2)cc1
    -5.0	0.5	0.0	7.2
[23] CC1(C)Cc2c(sc(NC(=O)c3ccccc3Cl)c2C#N)C(C)(C)N1
    -6.4	1.8	0.2	-7.4
[24] COc1ccc(N2Cc3ccc(C(=O)N/N=C/c4ccco4)cc3C2)cc1
    -21.3	0.1	0.7	23.2
[25] Cc1nc(SCCC(=O)O)c2c3c(sc2n1)CCCC3
    1.5	-0.9	0.1	6.7
[26] C/C(=N\NC(=O)CCCNc1cccc(C)c1)c1ccccc1
    9.5	0.6	0.0	9.5
[27] O=C(NCc1ccco1)NC12CC3CC(CC(C3)C1)C2
    0.4	1.7	0.1	-10.1
[28] Fc1ccccc1CN1CCN(Cc2ccccc2C(F)(F)F)CC1
    8.7	0.2	-0.1	64.9*
[29] COC(=O)c1c(NC(=O)c2ccccc2C)sc2c1CCCC2
    0.6	0.9	-0.1	-4.7
[30] COCC(C)NC(=O)C(C)Oc1ccccc1 (stereo not drawn)
    2.2	0.5	0.0	-1.1
[31] CC(C)CCNC(=O)CCc1nnc2n(CCc3ccccc3)c(=O)c3ccccc3n12
    -15.7	-0.2	0.5	-14.1
[32] O=C1/C(=C/c2ccc(-c3ccc(Cl)c(Cl)c3)o2)C=C(c2ccccc2)N1c1ccc2ccccc2c1
    -10.9	-0.7	-0.1	11.9
[33] CC(=O)Nc1ccc(NC(=O)c2cccc(-c3c(C)nn(C)c3C)n2)cc1
    -14.2	-1.0	0.3	8.9
[34] COC(=O)CN1C(=S)N(C)C(=O)/C1=C/c1ccc(-c2ccc([N+](=O)[O-])cc2)o1
    10.8	-0.5	-0.4	0.1
[35] Cc1cc(Br)ccc1OCC(=O)Nc1ccc2c(c1)OCO2
    -48.9	2.0	0.1	0.2
[36] O=C(CC(O)(C(F)(F)F)C(F)(F)F)Nc1cccc(F)c1
    5.6	2.6	-0.1	-12.3
[37] CS(=O)(=O)NN1C(=O)c2ccccc2NC1c1ccco1 (stereo not drawn)
    2.6	-0.1	-0.1	10.0
[38] CC(C)CN1CCNC(=O)C1CC(=O)N1CCC(OCc2ccccc2)CC1 (stereo not drawn)
    6.1	3.1	0.0	-14.6
[39] CN1C(=O)C(=Cc2cn(CC(=O)O)c3ccccc23)C(=O)N(C)C1=O
    -9.8	-0.6	-0.4	-0.6
[40] CCOc1cccc(=O)c2c(C)n(C)c(C)c12
    0.1	0.7	-0.6	45.2
[41] CCC(C)(C)NC(=O)Cn1c(=O)oc2cc(S(=O)(=O)N3CC(C)CC(C)C3)ccc21 (stereo not drawn)
    -0.5	-0.5	0.6	12.6
[42] CC1CCCCN1CCNC(=O)Cn1c(=O)c2cccn2c2cccnc21 (stereo not drawn)
    9.7	-0.6	0.2	2.7
[43] CCOC(=O)Cc1csc(NC(=O)C2(c3cccs3)CCOCC2)n1
    10.2	1.3	0.0	14.0
[44] O=S(=O)(Nc1cccc(Cl)c1N1CCOCC1)c1ccc(Br)cc1
    2.9	0.6	-0.3	11.8
[45] CCN(CCn1cccn1)C(=O)CC1C(=O)NCCN1Cc1ccc(F)c(F)c1 (stereo not drawn)
    -1.4	0.1	-0.1	10.3
[46] CCCOc1ccc(C2NC(=O)NC(C)=C2C(=O)OC)cc1 (stereo not drawn)
    -7.3	-0.9	-0.2	0.8
[47] COc1ccc(C(CCN)C(C)C)cc1 (stereo not drawn)
    -0.3	-2.2	1.1	10.9
[48] CC(=O)N1CC=C2C(C#N)=C(N)C(C#N)(C#N)C(C(C)C)C2C1 (stereo not drawn)
    -5.1	0.4	-0.3	-11.5
[49] CCOc1cc(/C=N/OC(C)=O)ccc1OCc1ccccc1
    -50.6	2.2	-0.1	-10.7
[50] CCCCCCn1c(=N)c(C(=O)OC)cc2c(=O)n3cccc(C)c3nc21
    1.5	-3.0	0.1	15.4
[51] Cc1cccc(C)c1NS(=O)(=O)c1c(C)nc2sccn2c1=O
    1.9	-1.3	0.0	-2.1
[52] Fc1ccc(/C=N/n2cn[nH]c2=S)cc1
    12.8	-0.4	0.4	30.1
[53] S=C(Nc1ccc(Cl)cc1)N(Cc1ccccc1)Cc1ccccn1
    15.5	-1.0	0.2	12.8
[54] Cc1ccc(NS(=O)(=O)c2cc(Br)cnc2N)cc1
    1.3	0.0	0.2	4.0
[55] CC(=O)c1ccc(NS(=O)(=O)c2c(C)[nH]c(=O)[nH]c2=O)cc1
    -4.2	0.1	0.6	6.3
[56] Cc1cccc(C(=O)N2CCN(c3ccc([N+](=O)[O-])c(N4CCOCC4)c3)CC2)c1
    23.4	0.1	-0.1	-9.2
[57] CCCCNCC1OCCc2ccccc21 (stereo not drawn)
    2.9	-0.4	-0.2	-6.0
[58] COC(=O)Cn1cc(/C=C2\SC(=Nc3ccccc3)NC2=O)c2ccccc21
    4.0	0.3	0.0	10.6
[59] COc1ccc(NC(=O)Nc2cc(C)ccc2OC)cc1
    -13.8	-2.3	-0.1	8.8
[60] COc1ccc(-c2csc(N3CCSCC3)n2)cc1OC
    -56.4	1.5	-0.1	-6.8
[61] Cc1ccc(C(=O)NC(C)C(c2cccs2)N2CCOCC2)cc1C (stereo not drawn)
    1.4	-1.6	0.1	-6.0
[62] O=C(COc1ccccc1)NCc1nc(-c2ccc(Cl)cc2)no1
    11.7	0.0	-0.1	-1.3
[63] COC(=O)c1ccc(NC(=O)CSc2nnc(C)c3cnn(-c4ccccc4)c23)cc1
    6.3	-0.2	0.4	14.4
[64] O=C(NCCOc1ccccc1Cl)C1CCCN1S(=O)(=O)c1ccc2ccccc2c1 (stereo not drawn)
    8.9	-1.1	0.0	10.3
[65] COc1cccc(NC(=O)c2cccc(I)c2)c1
    -19.3	0.2	0.3	3.3
[66] COc1cc2[nH]c(=S)nc(Nc3ccc(C(C)=O)cc3)c2cc1OC
    6.9	0.9	0.2	-3.4
[67] Cc1nc(N2CCN(c3ccccn3)CC2)c2c(C)c(C(=O)N3CCCCC3)sc2n1
    -8.4	-0.5	0.0	2.9
[68] COc1cc(/C=N/NC(=O)C2CC2)ccc1O
    -0.4	-0.5	0.1	-7.9
[69] CCOC(=O)c1sc2ncnc(Nc3cc(C(=O)OC)cc(C(=O)OC)c3)c2c1C
    -12.0	0.2	-0.1	37.6
[70] O=C(COC(=O)c1cc[n+]([O-])cc1)Nc1ccccc1Cl
    -4.0	1.1	0.0	-13.2
[71] O=C1COc2ccc(C(=O)COC(=O)CNC(=O)c3ccc(F)cc3)cc2N1
    -10.1	-0.8	-0.1	-5.5
[72] COc1ccc(NC(=O)CN2Cc3ccccc3C2=O)cc1
    -7.8	-0.2	0.1	-5.8
[73] CC(=O)c1cccc(Nc2cc(C)nc3ccccc23)c1
    14.5	0.8	0.2	5.0
[74] N#Cc1c(NC(=O)CSc2nnc3c(n2)[nH]c2ccccc23)sc2c1CCCC2
    -11.8	0.9	0.0	-5.6
[75] CCCN1CCC(N2C[C@H](NCc3ccc(F)cc3F)C[C@H]2C(=O)NCC)CC1
    0.3	1.3	0.3	6.2

More compounds
The line under a structure holds: TEAD-YAP inh	GPR151 ag	FBW7 activator	MITF primary
[76] COc1ccccc1/C=C/CN1CCc2nnc(C(NS(C)(=O)=O)C(C)C)n2CC1 (stereo not drawn)
    0.8	-1.3	1.4	24.1
[77] Cc1noc(C)c1-c1cccc(C(=O)NCCOc2ccccc2)n1
    -44.3	1.2	0.1	-14.4
[78] COc1ccc2c(CNCc3ccc(C)cc3)c(C(=O)O)[nH]c2c1
    8.0	0.4	0.0	8.4
[79] CC(C)(C)c1ccc(C(=O)NNC(=O)c2ccc([N+](=O)[O-])cc2[N+](=O)[O-])cc1
    -11.8	0.5	0.0	-32.3
[80] Cc1ccc(-n2c(SCC(=O)O)nc3c(sc(=S)n3-c3ccc(C)c(C)c3)c2=O)cc1
    4.7	-0.7	0.0	11.8
[81] COc1ccccc1N1CCN(c2ncnc3sc(C(=O)Nc4ccc(F)c(Cl)c4)c(C)c23)CC1
    4.1	2.2	0.3	10.9
[82] CC1(C)CC(=O)c2sc(NC(=O)c3ccc(Oc4ccccc4)cc3)nc2C1
    3.4	0.7	0.3	14.3
[83] CCn1c(SCC(=O)NNC(=O)c2ccc(C)cc2)nc2c1c(=O)n(C)c(=O)n2C
    1.7	-0.4	0.0	6.1

Two of the compounds above, as a markdown table.
| cpd | mol | TEAD-YAP inh | GPR151 ag | FBW7 activator | MITF primary |
| --- | --- | --- | --- | --- | --- |
| 77 | Cc1noc(C)c1-c1cccc(C(=O)NCCOc2ccccc2)n1 | -44.3 | 1.2 | 0.1 | -14.4 |
| 78 | COc1ccc2c(CNCc3ccc(C)cc3)c(C(=O)O)[nH]c2c1 | 8.0 | 0.4 | 0.0 | 8.4 |

Compound activity deposited in PubChem BioAssay by The Scripps Research Institute Molecular Screening Center.
